# Screening results deposited in PubChem BioAssay by National Center for Advancing Translational Sciences (NCATS).
# uPA surface inh: blocks generation of uPA at the cell surface; AID 540303; 0.31% of 330,000 active; cell surface uPA generation assay, qHTS; Potency, µM (top dose mostly 38.3 µM), for the others: at the top dose activity change, negative = inhibition, actives largely listed as inhibitors; active = well fitted inhibition curve with a large enough effect; inconclusive = small, poorly fitted or top-dose-only effect; inactive = no such curve, though single readings can be large or run the other way; tested in mouse RAW 264.7 cells; also: % is scaled to controls: 0 for no effect and ±100 for the full control effect; nearly all actives have a fitted effect of over 55% in size
# MBNL1 CUG block: blocks human MBNL1 binding to CUG repeat RNA. Q9NR56. TR-FRET MBNL1-His/biotin-(CUG)12 binding, 665/545 ratio. Potency, µM (highest dose often 57.5 µM), without a hit: top-dose activity change, negative = inhibition, usual class: inhibitors. 0.036% of 280,000 active; active = well fitted inhibition curve with a large enough effect in the signal ratio, with a control signal flat, not every such curve was filed as active; inconclusive = small, poorly fitted or top-dose-only effect, or effect the other way, or a change in a side signal; inactive = no such curve, though single readings can be large or run the other way; the % refers to the signal ratio; also: % is scaled to controls: 0 for no effect and ±100 for the full control effect
#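 Compound titration spanned 92 nM–58 uM against the MBNL1-His/biotin-(CUG)12 complex. After 60 min at room temperature with 5 nM streptavidin-XL665 and 0.055 ng/ul terbium anti-His, ratiometric 665/545 nm emission (Ex 340 nm) normalized to controls.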
# BRCA1 expr up: BRCA1 expression activation; MCF7-BRCA1-FFLuc reporter, luminescence, 48 h; response scale: scaled: vehicle 0%, 10 µM genistein 100%; Potency, µM (series often up to 46.1 µM), for the others: top-dose activation, most hits filed as activators; 1.1% of 380,000 active; AID 624202; also: nearly all actives have a fitted effect of over 80% in size; some results filed as inactive show a strong effect at the top dose
#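 Activators of BRCA1 expression were detected as increased firefly luciferase luminescence in engineered MCF7 cells after 48 h compound incubation. Signals were scaled to genistein 10 microM as full activation.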
# p53 reactivation: restores transcriptional activity of mutant p53. H1299 p53-A138V BP100-luciferase reporter, luminescence, 24 h. Potency, µM (titrated, usually from 92.2 µM), for the others: top-dose activity change, positive = activation, most hits filed as activators. 0.063% of 320,000 active. AID 504706; also: % of control where 0% means no effect; nearly all actives have a fitted effect of over 45% in size
#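 p53-null H1299 cells stably carrying temperature-sensitive p53-A138V and a BP100-luciferase reporter were pinned with compounds (4-point, 1:5 series) and held 24 hrs at 37 deg C. Luminescence was read 10 min after detection reagent.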
# NPC1 promoter act: NPC1 promoter activation; Potency, µM (series often up to 9.22 µM), inactives show at the highest dose activation, actives largely listed as activators; 2.4% of 320,000 active; Huh7 NPC1 promoter luciferase reporter, 24 h;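 also: % of control where 0% means no effect; nearly all actives have a fitted effect of over 60% in size; reporter is driven by a mutant NPC1 promoter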
#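 In 1536-well qHTS, Huh7 cells harboring an NPC1 promoter–luciferase construct received compound for 24 h; activation was quantified by luminescence following luciferase reagent addition.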
# Rab9 prom act: activators of Rab9 promoter. Huh7 Rab9 promoter-luciferase reporter, luminescence, 24 h. Potency, µM (titrated, usually from 9.22 µM), inactives show top-dose activation, negative = inhibition, hits mostly activators. 2.8% of 320,000 active; also: % of control where 0% means no effect; nearly all actives have a fitted effect of over 60% in size
#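 Luciferase signal after 10 min detection reagent at ambient indicates Rab9 promoter upregulation; stably transfected Huh7 cells were treated 24 h with compound in DMSO at 37 °C, 5% CO2.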
# MLL CXXC-DNA inh: inhibitors of human MLL CXXC domain-DNA interaction | Q03164 | MLL-CXXC / FITC-HOXA9 DNA fluorescence polarization | Potency, µM (doses to about 115 µM), for inactives: at the highest dose activity change, negative = inhibition, hits mostly inhibitors | 0.037% of 290,000 active; active = well fitted inhibition curve with a large enough effect in the polarisation, with a control signal flat, not every such curve was filed as active; inconclusive = small, poorly fitted or top-dose-only effect, or effect the other way, or a change in a side signal; inactive = no such curve, though single readings can be large or run the other way; the % refers to the polarisation
#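 Steps: dispense CXXC domain solution (7 uM) → pin compounds or unlabeled HOX-A9 DNA control → 5 min ambient → add FLSN-HOX-A9 solution (50 nM) → spin → 30 min ambient → fluorescence polarization. Tris pH 7.5/NaCl/DTT/BSA buffer.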
# Gal4-VP16 FLuc: counter-screen for ROR gamma inhibitors: Gal4-VP16 reporter | 3.5% of 310,000 active | Drosophila S2 Gal4-VP16 UAS-luciferase, luminescence, 20 h | Potency, µM (top dose mostly 53.6 µM), without a hit: at the top dose activity, negative = inhibition, actives largely listed as inhibitors | AID 2546;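 also: Gal4-VP16 expression switched on by copper sulfate through the metallothionein promoter; % is scaled to controls: 0 for no effect and ±100 for the full control effect; nearly all actives have a fitted effect of over 50% in size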
# FLuc modulator: counter-screen for miR-21 project: firefly luciferase inhibitors or activators; 6.9% of 360,000 active; P08659; purified FLuc, Km substrates, luminescence inhibition; Potency, µM (highest dose often 57.5 µM), for inactives: at the highest dose activity change, negative = inhibition, usual class: inhibitors;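 also: plate controls were vehicle for no effect and reference inhibitor for full effect; nearly all actives have a fitted effect of over 55% in size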
#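 Purified P. pyralis luciferase, 10 nM final, with Km-level 10 uM D-luciferin and 10 uM ATP in 50 mM Tris acetate pH 7.5, 10 mM Mg acetate, 0.01% Tween-20, 0.05% BSA; 6-point qHTS titration about 60 µM downward; luminescence read.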
# ELG1 genotox: genotoxicity induction in ELG1-luciferase HEK293T cells; HEK293T ELG1-luciferase reporter, luminescence, 16 h; Potency, µM (highest dose often 46 µM), for the others: at the top dose activity change, positive = activation, usual class: activators; 1.3% of 330,000 active; AID 504466; also: % of control where 0% means no effect; nearly all actives have a fitted effect of over 60% in size
#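 Cells (2,000/well) expressing the ELG1-luciferase fusion are dosed by pin tool and kept 16 hr at 37 °C, 5% CO2. Signal comes from ONE-Glo luciferase reagent after 30 min at room temperature.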
# RORg inh: ROR gamma (mouse) transcription inhibition; P51450; Drosophila S2 Gal4-RORgamma UAS-luciferase reporter, 20 h; Potency, µM (highest dose often 53.6 µM), for inactives: at the highest dose activity change, negative = inhibition, actives largely listed as inhibitors; 5.4% of 310,000 active; also: % is scaled to controls: 0 for no effect and ±100 for the full control effect; nearly all actives have a fitted effect of over 60% in size
#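 Using a luciferase readout, inhibitors were identified by reduced reporter activity in Drosophila cells coexpressing a copper-inducible Gal4–ROR gamma fusion and UAS-driven Photinus luciferase, incubated 20 hr after 700 uM copper sulfate.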
# * = called active by the depositor; ? = inconclusive; · = no result given; [ ] = another dose, or the depositor's remark. Unless noted, calls follow the shape of the dose curve; as a rule, active = well fitted curve in the direction sought with a large enough effect; inconclusive = small, poorly fitted or top-dose-only effect, or another doubt; inactive = no such curve, though single readings can be large; an effect the other way counts as inactive or inconclusive. Potency is read from the fitted curve at half-maximal effect. The list is partial (hit frequency here may not be typical).
SMILES,uPA surface inh,MBNL1 CUG block,BRCA1 expr up,p53 reactivation,NPC1 promoter act,Rab9 prom act,MLL CXXC-DNA inh,Gal4-VP16 FLuc,FLuc modulator,ELG1 genotox,RORg inh
CCCn1nnc2sc3c(c2c1=O)CCC(C)C3 (configuration not stated),-6%,30%[activator],?,10%,?,?,6%,-1%,15µM*,12µM*,-10%
Cc1ccc([N+](=O)[O-])cc1N=Nc1c(C)[nH]n(C(N)=S)c1=O,-11%,?,-19%,6%,-1%,-6%,7%,10µM*,-1%,-2%,7.1µM*
Cc1ccccc1C(=O)Oc1cc(N)n(S(C)(=O)=O)n1,-5%,-4%,9%,2%,4%,-8%,-1%,-20%,?,2%,-42%
COc1ccc(CCNC(=S)NC(=O)c2cccc(Cl)c2)cc1OC,3%,-5%,-20%,-1%,-3%,-8%,-13%,?,6%,-8%,11µM*
CC1Cc2ccccc2N1C(=O)COC(=O)Cn1nnc(-c2ccccc2)n1 (configuration not stated),6%,-4%,-5%,-9%,-2%,-10%,14%,4%,-1%,0%,-15%
Cn1c(=O)c(Nc2ccc(O)cc2)c2c3c(cccc31)C(=O)c1ccccc1-2,-2%,?,-50%,0%,-2%,-5%,3%,-8%,-15%,0%,-31%
CC(=O)c1c(C)[nH]c(C(=O)NNC(=O)COc2ccc(Cl)cc2C)c1C,-2%,·,-32%,2%,-1%,-3%,·,·,13%,-7%,·
CC(C)(C)C(=O)N1CCC[C@H]1C(O)(c1ccccc1)c1ccccc1,-17%,?,7%,-15%,0%,-5%,1%,22µM*,1%,-6%,?
O=S(=O)(/N=C(/NC(=S)Nc1ccccc1)c1ccccc1)c1ccc(Cl)cc1,-5%,-2%,?,?,22%,27%,16%,?,24µM*,?,?
CCOc1ncccc1C(=O)OCC(=O)Nc1cccc(C(C)=O)c1,·,-3%,-5%,5%,5%,-7%,2%,-5%,-4%,2%,?
N#CC(C#N)=Cc1cnc(N2CCN(c3ccccc3)CC2)s1,1%,5%,-19%,3%,7%,2%,?,-10%,1%,0%,9%
O=C(CCCc1cccs1)NCCc1c[nH]c2ccccc12,-1%,-2%,1%,1%,4%,11%,34%,-12%,-3%,1%,22%
CC(C)(C)c1cc(/C=N/NC(=O)Cc2nc3ccccc3[nH]2)cc(C(C)(C)C)c1O,0%,1%,4%,-1%,-2%,-4%,-13%,0%,-1%,-3%,-14%
Cc1ccccc1NC(=O)c1cc(C(=O)c2cc(Cl)ccc2O)cn(-c2ccccc2C)c1=O,-8%,·,-64%,?,-1%,-1%,8%,-27%,?,-6%,?
COc1ccc(-n2c(/C=C(\C)O)nc(=O)c3c(C)cc(C)nc32)cc1,8%,-9%,-28%,14%,-5%,-5%,2%,-1%,-7%,-9%,0%
O=C(c1ccc(Cn2c(=O)[nH]c3ccsc3c2=O)cc1)N1CCN(c2ccccc2)CC1,7%,·,-30%,-2%,2%,0%,4%,3%,5%,-7%,?
COc1ccc2c(c1OC)C(=O)OC2CC(=O)c1ccc(O)cc1 (configuration not stated),6%,?,-7%,5%,-1%,1%,12%,-13%,6%,7%,-13%
O=C1CC(N2CCN(c3ncccn3)CC2)C(=O)N1CCc1ccccc1 (configuration not stated),-2%,-1%,-1%,7%,-1%,1%,-3%,3%,?,-1%,8%
COc1ccc(-c2nc(NC(=O)C3=NN(c4cccc(C)c4)C(=O)CC3)sc2C)cc1,0%,1%,-26%,-3%,-1%,-3%,9%,5%,-12%,3%,-18%
CCC(NC(=O)/C(=C\c1ccc2c(c1)OCO2)NC(C)=O)C(=O)O (configuration not stated),2%,·,-2%,-3%,1%,1%,6%,2%,2%,0%,-4%
COc1ccc(C(=O)CC(=O)Nc2ccc([N+](=O)[O-])cc2)cc1,-15%,?,1%,5%,1%,0%,0%,3%,?,-5%,?
CCC(=O)NCCc1nc2ccccc2n1CC(=O)c1ccccc1,10%,-23%,-4%,4%,0%,-2%,10%,-8%,7%,-1%,-9%
O=C(c1cc(=O)c2ccccc2o1)N(Cc1ccccc1)C1CCS(=O)(=O)C1 (configuration not stated),3%,4%,-5%,-3%,2%,-1%,-5%,-4%,0%,3%,-1%
O=C(NCc1ccc(F)cc1)c1cnccn1,-1%,4%,21%,·,-6%,-1%,-2%,·,-13%,10%,·
CN(C)CC#CCC(O)(c1ccccc1)C1CCCCC1 (configuration not stated),-7%,-2%,3%,·,2%,-6%,1%,2%,10%,-4%,13%[1.91 µM]
CC(CCC(=O)O)C1CC[C@@]2(C)C3C(=O)CC4C(C)(C)C(O)CC[C@]4(C)C3C(=O)C[C@]12C (some centres not stated),1%,-4%,-19%,-2%,0%,-6%,-7%,-15%,0%,-3%,-13%
CC(C)(C)OC(=O)N1CCC[C@H]1c1nnc(SCc2ccccc2)o1,11%,-17%,9%,-2%,-5%,-6%,-6%,7%,-1%,-1%,5%
COC(F)(C(=O)Nc1ccc2c(c1)C(=O)NC2=O)C(F)(F)F (configuration not stated),-3%,15%,-1%,-5%,0%,-2%,-6%,-3%,0%,9%,10%
O=S(=O)(Nc1cccc(-c2nc3cccnc3s2)c1)c1cccs1,-2%,-1%,46%,10%,5%,23%,22%,3%,?,10%,27%
O=C1CN(C(=O)COc2cccc(F)c2)c2ccccc2N1,·,-14%,·,-5%,-1%,-5%,7%,-8%,-1%,0%,16%
CCCc1cc2c(=O)n(NC(=O)c3nn(C)cc3[N+](=O)[O-])c(C)nc2s1,-7%,-16%,-1%,1%,0%,2%,3%,2%,5%,0%,23%
CC(C)c1ccc(CNn2cnnc2)cc1,5%,-5%,0%,7%,-3%,3%,3%,-1%,-12%,1%,8%
Cc1ccc(C(=O)NC(NC(=O)c2ccc(C)cc2)c2cccc([N+](=O)[O-])c2)cc1,1%,-15%,-12%,6%,-4%,5%,4%,18%,1%,1%,-22%
COc1ccc(C(=O)OCC(=O)N(C)C2CCS(=O)(=O)C2)cc1Br (configuration not stated),15%,·,1%,1%,-3%,8%,·,·,5%,6%,·
Cc1ccc(NC(=O)CSc2nn(-c3ccccc3)c(=S)s2)cc1S(=O)(=O)N(C)C,-9%,-5%,-53%,10%,-16%,-22%,4%,14µM*,-2%,2%,?
O=C(CN1C(=O)NC2(CCCC2)C1=O)OCCOc1ccc(Br)cc1,-2%,·,-9%,1%,0%,1%,·,·,9%,2%,·
O=S(=O)(NCCc1ccc(F)cc1)c1cccc2cccnc12,-3%,0%,0%,4%,-2%,-5%,3%,-7%,2%,0%,?
C=CCn1c(SCC(=O)N2CCN(c3ccc(F)cc3)CC2)nnc1-c1cccs1,2%,-16%,-8%,4%,0%,-15%,22%,1%,0%,-19%,25%

# Arranged by length of the SMILES (ascending): some entries from above.
SMILES,uPA surface inh,MBNL1 CUG block,BRCA1 expr up,p53 reactivation,NPC1 promoter act,Rab9 prom act,MLL CXXC-DNA inh,Gal4-VP16 FLuc,FLuc modulator,ELG1 genotox,RORg inh
N#CC(C#N)=Cc1cnc(N2CCN(c3ccccc3)CC2)s1,1%,5%,-19%,3%,7%,2%,?,-10%,1%,0%,9%
COc1ccc(C(=O)OCC(=O)N(C)C2CCS(=O)(=O)C2)cc1Br (configuration not stated),15%,·,1%,1%,-3%,8%,·,·,5%,6%,·
CC(C)(C)C(=O)N1CCC[C@H]1C(O)(c1ccccc1)c1ccccc1,-17%,?,7%,-15%,0%,-5%,1%,22µM*,1%,-6%,?
O=C(c1cc(=O)c2ccccc2o1)N(Cc1ccccc1)C1CCS(=O)(=O)C1 (configuration not stated),3%,4%,-5%,-3%,2%,-1%,-5%,-4%,0%,3%,-1%
Cn1c(=O)c(Nc2ccc(O)cc2)c2c3c(cccc31)C(=O)c1ccccc1-2,-2%,?,-50%,0%,-2%,-5%,3%,-8%,-15%,0%,-31%
CCCc1cc2c(=O)n(NC(=O)c3nn(C)cc3[N+](=O)[O-])c(C)nc2s1,-7%,-16%,-1%,1%,0%,2%,3%,2%,5%,0%,23%
Cc1ccc(C(=O)NC(NC(=O)c2ccc(C)cc2)c2cccc([N+](=O)[O-])c2)cc1,1%,-15%,-12%,6%,-4%,5%,4%,18%,1%,1%,-22%
